# C-LANA FP: KSHV C-LANA DNA binding inhibition; MBP-C-LANA/FAM-LBS DNA binding, fluorescence polarization; inhibition, % at 9 µM; hit rate 0.078% among 340,000; AID 504423;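 active = highest replicate inhibition at or above 60% at 9 µM, even if other replicates fall short; inactive = all replicates below 60% inhibition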;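 note: 0% = neutral control wells and 100% = 4 µM acridine orange control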
# Keap1 Nrf2 FP: disrupts human Keap1 binding to Nrf2 peptide | Keap1 Kelch-Nrf2 peptide fluorescence polarization, 1536-well | inhibition, % at 9.4 µM | AID 504523 | hit rate 0.15% among 340,000; in the data active = inhibition above about 12%;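 note: human Keap1 Kelch domain with fluorescein labeled Nrf2 9mer peptide probe; 0% = neutral control wells and 100% = peptide positive control; higher means more block of Keap1 binding to Nrf2 peptide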
# Rtt109 Vps75: C. albicans Rtt109 histone acetyltransferase inhibition. Q5AAJ8. purified Rtt109/Vps75, ThioGlo CoA-SH fluorescence, 4 h. inhibition, % at 34.9 µM. hit rate 0.16% among 330,000. AID 540336;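 active = inhibition of at least 50% in every replicate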
# RTF Ca sens inh: cardiac RTF calcium desensitization; P19429+P45379; IANBD-labeled cardiac RTF, Ca2+ fluorescence; inhibition, % at 7.15 µM; hit rate 0.12% among 340,000; AID 493244;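 active = inhibition above the mean inhibition of all tested compounds plus 3 SD, cut at about 17% in these data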;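 note: assay run at fixed EC70 calcium of 1.6 mM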
# NSD2 HMT inh: blocks human histone methyltransferase NSD2; O96028; NSD2 peptide methylation, AlphaScreen, 120 min; inhibition, % at 12.5 µM; hit rate 0.54% among 310,000; AID 743445; in the data active = inhibition above about 50%
# Target sequence (O96028 whole entry, looked up): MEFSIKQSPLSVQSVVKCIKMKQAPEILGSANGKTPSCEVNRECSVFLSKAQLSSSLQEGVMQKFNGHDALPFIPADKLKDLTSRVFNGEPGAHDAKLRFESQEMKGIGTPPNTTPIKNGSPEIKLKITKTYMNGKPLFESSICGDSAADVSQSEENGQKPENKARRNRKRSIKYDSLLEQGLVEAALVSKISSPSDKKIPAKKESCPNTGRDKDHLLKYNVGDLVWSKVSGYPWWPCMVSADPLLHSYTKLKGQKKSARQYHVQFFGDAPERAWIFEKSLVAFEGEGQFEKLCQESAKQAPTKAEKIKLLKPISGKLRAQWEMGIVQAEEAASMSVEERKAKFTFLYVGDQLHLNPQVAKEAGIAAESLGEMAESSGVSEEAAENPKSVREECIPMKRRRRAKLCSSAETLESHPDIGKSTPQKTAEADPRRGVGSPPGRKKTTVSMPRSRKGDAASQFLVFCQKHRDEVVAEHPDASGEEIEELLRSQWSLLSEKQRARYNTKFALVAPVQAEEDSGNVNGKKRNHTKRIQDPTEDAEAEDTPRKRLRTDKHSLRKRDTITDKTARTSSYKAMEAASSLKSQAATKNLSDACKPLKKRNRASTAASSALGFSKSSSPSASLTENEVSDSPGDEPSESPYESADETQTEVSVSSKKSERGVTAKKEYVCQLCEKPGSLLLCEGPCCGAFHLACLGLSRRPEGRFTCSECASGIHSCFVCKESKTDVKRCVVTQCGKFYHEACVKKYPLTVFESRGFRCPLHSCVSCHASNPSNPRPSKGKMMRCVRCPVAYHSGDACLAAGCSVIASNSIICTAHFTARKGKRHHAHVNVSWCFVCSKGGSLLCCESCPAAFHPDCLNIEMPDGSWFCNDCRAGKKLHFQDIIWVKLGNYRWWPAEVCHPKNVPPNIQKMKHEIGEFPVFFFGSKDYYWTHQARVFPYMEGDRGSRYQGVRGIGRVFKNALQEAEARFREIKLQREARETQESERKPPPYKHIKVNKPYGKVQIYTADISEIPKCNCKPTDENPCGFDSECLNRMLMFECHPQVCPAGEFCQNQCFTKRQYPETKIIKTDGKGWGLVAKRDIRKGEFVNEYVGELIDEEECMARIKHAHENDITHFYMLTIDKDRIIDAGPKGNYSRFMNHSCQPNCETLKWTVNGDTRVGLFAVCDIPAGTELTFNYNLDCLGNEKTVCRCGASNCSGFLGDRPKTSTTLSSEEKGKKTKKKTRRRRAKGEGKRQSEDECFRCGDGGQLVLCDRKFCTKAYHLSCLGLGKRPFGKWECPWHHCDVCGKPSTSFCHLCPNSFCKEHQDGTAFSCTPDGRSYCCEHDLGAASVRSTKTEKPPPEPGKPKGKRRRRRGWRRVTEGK
# CDK5 p35 inh: CDK5/p35 (human) kinase inhibition; hit rate 0.01% among 330,000; inhibition, % at 10 µM; Q00535+Q15078; Recombinant CDK5/p35, ADP-Glo luminescence, 60 min;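 active = highest replicate inhibition of at least 50% and at least 75% of replicates reaching 50%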;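 note: plate controls were DMSO neutral control for no effect and GW8510 at 10 µM for full effect; many of its hits are not listed in these tables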
# dFosB act: activators of mouse delta FosB homodimer; hit rate 0.99% among 340,000; activation, % at 25 µM; P13346; purified delta FosB, TAMRA-CDK5 oligo fluorescence polarization; percent of positive-control signal above neutral wells;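 active = mean activation above about 17%, with every replicate also reaching it, limit read from the data, passing the limit was not always enough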;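 note: fluorescence polarization rise as delta FosB binds a TAMRA Cdk5 AP-1 oligo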
# PvdQ inh: blocks Pseudomonas aeruginosa PvdQ acylase activity | AID 488965 | purified PvdQ acylase, fluorescence plate reader | inhibition, % at 10 µM | hit rate 0.063% among 340,000; in the data active = inhibition above about 30%, passing the limit was not always enough;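 note: 0% = vehicle neutral wells and 100% = reference inhibitor wells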
# cardiac RTF act: increases calcium sensitivity of human cardiac regulated thin filaments; P19429+P45379; IANBD-labeled TnC RTF fluorescence at EC20 calcium; 0% EC20 calcium, 100% full calcium; activation, % at 7.2 µM; hit rate 0.24% among 340,000; AID 493008;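 active = activation above the mean over all tested compounds plus 3 SD, cut at about 30% in these data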;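 note: rise in fluorescence read as greater calcium sensitivity of cardiac thin filaments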
# PfHsp90 set2: growth inhibition of yeast expressing Plasmodium Hsp90. S. cerevisiae expressing PfHsp90, BacTiter-Glo ATP, 48 h; yeast lacking PDR1 and PDR3 efflux regulators. inhibition, % at 9.4 µM. hit rate 0.32% among 310,000;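 active = every replicate shows inhibition above about 80%, whatever the replicate mean, limit read from the data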;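 note: 0% = DMSO neutral controls and 100% = 20 µM radicicol positive controls; yeast relying on Plasmodium falciparum Hsp90 in place of its own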
# SUMO Mot1 rescue: SUMOylation pathway inhibition by Mot1-301 growth rescue. S. cerevisiae Mot1-301 growth rescue, ATP luminescence, 38.5C; percent above DMSO median, 100 means doubled. growth rescue, % at 18.8 µM. hit rate 1% among 320,000;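 active = every valid replicate shows activation above 250% relative to neutral control wells; inactive = the rest, any valid replicate at or below 250%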;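 note: OY570 slx delta 5 strain wells were the positive control but not used for scaling; some compounds called inactive have numbers as strong as hits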
# * = called active by the depositor; nt = no result given.
SMILES,C-LANA FP,Keap1 Nrf2 FP,Rtt109 Vps75,RTF Ca sens inh,NSD2 HMT inh,CDK5 p35 inh,dFosB act,PvdQ inh,cardiac RTF act,PfHsp90 set2,SUMO Mot1 rescue
O=C(COc1ccccc1[N+](=O)[O-])Nc1ccc2c(c1)OCO2,-2.9,-1,4,0,2,3.1,1,-9,3,nt,6
CCOC(=O)c1cc(-c2cccnc2)nn1-c1ccccn1,-1.7,0,-10,-2,-1,0.3,6,0,-3,-1,-1
O=C(CCN1CCOCC1)Nc1cccc(Br)c1,-0.8,-2,5,-10,-2,0.7,-7,-12,0,-94,5
COc1cc(/C=C(\C#N)C(=O)NCC2CCCO2)ccc1OCCC(C)C (configuration not stated),-0.4,1,-23,-2,-1,0.0,-7,-13,-3,12,-13
COc1ccccc1NC(=O)CSc1nnc(CNC(=O)c2ccco2)o1,-0.7,-4,5,0,nt,1.9,-4,7,1,3,-9
COc1ccccc1-c1cc(C(=O)N2CCCCC2)no1,0.0,3,-6,-7,nt,-2.4,0,7,0,-31,4
Cc1[nH]c2ccc(F)cc2c1CCN(Cc1cccnc1)C(=S)Nc1cccc(F)c1,0.3,-2,-6,-12,19,-1.6,-8,-8,4,5,201
S=C(Nc1ccccc1)Nc1ccc2cn[nH]c2c1,0.0,-5,2,-7,nt,7.0,-6,-2,1,-11,-14
Cc1c(NS(=O)(=O)c2cc(C(=O)N3CCCC(C)C3)ccc2Cl)c(=O)n(-c2ccccc2)n1C (configuration not stated),0.8,2,5,-1,-1,-0.1,1,0,3,nt,-12
O=C(Nc1nc2ccc(Cl)cc2s1)c1cccc(N2C(=O)CCC2=O)c1,-0.2,-3,1,0,1,-1.1,4,-1,-2,-12,590
COc1cccc(-c2nc(CS(=O)(=O)CC(=O)NCCCN3C(C)CCCC3C)c(C)o2)c1 (configuration not stated),-0.2,-5,7,3,7,-0.8,-5,-7,10,19,15
O=C(COc1ccc(Br)cc1CO)Nc1ccccc1F,0.3,0,-5,4,-2,-1.0,1,5,-7,-4,-18
CCCC(=NC(C)CC)C1=C(O)CC(c2ccccc2)CC1=O (configuration not stated),-0.5,0,2,2,nt,0.8,-9,-10,1,-8,9
CC(C)(C)c1ccc(O)c(N=Cc2cc3c(cc2[N+](=O)[O-])OCO3)c1,0.7,4,-3,2,1,2.3,4,1,-8,-13,-9
CCCCNC(=O)c1c(CSc2ccc(Cl)cc2)noc1C(=O)NCc1ccccc1,3.4,-10,4,7,nt,-3.6,-5,-3,8,-1,-16
CC(C)(C)S(=O)N1Cc2ccc(CO)cc2[C@H]1CCO (some centres not stated),-2.3,-2,-5,-7,nt,-0.7,-8,-13,4,-4,nt
Cc1ccc(-c2nnn(CC(=O)N(c3cccc(O)c3)C(C(=O)NC(C)(C)C)c3cccs3)n2)o1 (configuration not stated),-0.9,-8,1,-10,4,-0.6,-5,0,-2,nt,105
CCNC(=S)NNC(=O)c1cc(-c2ccccc2C)nc2ccccc12,-0.1,-2,13,-2,nt,0.4,-7,-7,1,15,0
Nc1ccc2nc(-c3cc(Cl)c(N)c(Cl)c3)[nH]c2c1,-1.8,-3,-7,-6,0,1.3,-8,5,-11,4,-36
Oc1cccc(C2c3[nH]c4ccccc4c3CCN2Cc2ccoc2)c1 (configuration not stated),-0.3,1,-2,1,9,-1.3,-12,-8,-5,-1,-7
COc1ccc(CCNC(=O)C2CCN(c3nccc(C)n3)CC2)cc1,1.2,-2,-3,-32,-3,-2.4,-6,-13,9,2,-5
CCCCn1c(CN2CCOCC2)nc2c1c(=O)n(C)c(=O)n2C,1.8,-3,-1,-7,nt,-5.9,3,-22,3,-2,-7
Clc1ccc(/C=C/c2ncc[nH]2)c(Cl)c1,-0.9,-4,-10,-6,-5,1.6,-13,-7,-3,-8,1
Nc1cccc(-c2cc(-c3ccccc3)nc(-c3cccc(N)c3)n2)c1,1.0,0,-3,1,-1,-2.4,6,12,2,18,4
COC(=O)c1ccc(OCC(O)CN2CCc3cc(OC)c(OC)cc3C2c2ccccc2)cc1 (configuration not stated),-1.8,-1,-4,-3,4,1.0,-19,-13,-1,-6,-11
CN(C)CC(C(=O)c1ccccc1)c1ccccc1 (configuration not stated),-0.2,-2,7,-12,nt,0.1,-5,8,-5,-27,nt
COc1ccc(COC(=O)C2=C(C)NC(=O)NC2c2ccc(F)cc2)cc1 (configuration not stated),-2.2,2,9,0,-2,0.8,-7,4,-7,-9,-5
O=c1cc(-c2ccccc2Cl)oc2ccc([N+](=O)[O-])c(O)c12,0.0,-5,8,-4,nt,-1.6,2,7,-5,24,23
Oc1cc(O)cc(/C=C/c2ccc(O)c(O)c2)c1,4.1,-9,1,-5,nt,22,-2,4,5,16,-19
O=C(NCCCN1CCOCC1)c1cc(-c2ccccc2)on1,1.6,-2,18,-12,-2,-0.7,-2,7,1,-2,12
N#CC1=C2SCN(c3ccccc3)CN2C(=O)CC1c1cccs1 (configuration not stated),-1.1,-3,3,2,0,0.3,-2,-8,-1,4,-14
COC(=O)c1cn(NC(=O)c2cccc(N(C)C)c2)c(=O)c2ccccc12,-1.9,-7,28,1,-2,-0.9,-6,2,-10,nt,239
Cc1csc(Nc2ccc(Cl)cc2)[n+]1-c1ccc(Cl)cc1,2.1,0,0,-2,-10,-0.8,5,-13,-3,6,26
COCCNC(=O)c1onc(CSc2ccc(F)c(F)c2)c1C(=O)NCCOC,0.4,-4,-3,-10,nt,-0.4,6,-14,-1,-21,-1
O=S(=O)(NC(CO)Cc1ccccc1)c1ccc(Br)cc1F (configuration not stated),2.4,1,1,4,nt,0.4,-6,-9,-5,-5,nt
O=C(c1cc(-c2ccccc2)on1)N1CCCC1,-0.1,-2,2,13,-3,6.8,0,18,-4,-4,5
O=C(COC(=O)[C@H](Cc1ccccc1)NC(=O)c1ccco1)Nc1ccccc1,1.6,4,3,-1,0,-0.9,-12,-11,-5,8,-4
CC1(CC(=O)O)C(=O)N=C2C=CC=CN21 (configuration not stated),-0.9,0,-2,0,-3,0.5,1,-19,-5,nt,nt
CCOc1ccccc1-n1c(=S)sc2c(=O)n(-c3ccccc3)c(=S)[nH]c21,-2.4,-1,7,5,nt,-1.3,-8,0,0,2,-6
O=C(CCC1CCCC1)N1CCN(S(=O)(=O)Cc2ccccc2)CC1,0.9,-4,2,4,0,0.5,3,-9,2,nt,35
CCCc1cc(=O)[nH]c2nnc(SCC(=O)NC3CCCCC3)n12,1.6,-4,-8,1,-7,-2.6,1,0,-4,nt,-9
Cc1cc(C)nc(Nc2n[nH]c(-c3ccccc3Cl)n2)n1,-0.4,-1,nt,1,0,0.2,-7,-15,-2,-18,3
CC1CCN(C(=O)c2ccc3c(=O)n4c(nc3c2)CCCCC4)CC1,0.4,-4,-18,-3,1,nt,-6,1,2,16,-4
Cc1ccc(C(=O)Nc2ccc(C(=O)N/N=C/c3c[nH]c4ccccc34)cc2)cc1,0.5,4,6,1,nt,-1.7,5,-9,-3,-7,8
COC(=O)c1cc(C(=O)OCC(=O)NC2CCCCCCC2)cc([N+](=O)[O-])c1,1.0,-1,20,-4,1,0.2,-7,5,-5,-9,nt

# As a short view, part of the list above:
SMILES,C-LANA FP,Keap1 Nrf2 FP,Rtt109 Vps75,RTF Ca sens inh,NSD2 HMT inh,CDK5 p35 inh,dFosB act,PvdQ inh,cardiac RTF act,PfHsp90 set2,SUMO Mot1 rescue
O=S(=O)(NC(CO)Cc1ccccc1)c1ccc(Br)cc1F (configuration not stated),2.4,1,1,4,nt,0.4,-6,-9,-5,-5,nt
O=C(c1cc(-c2ccccc2)on1)N1CCCC1,-0.1,-2,2,13,-3,6.8,0,18,-4,-4,5
O=C(COC(=O)[C@H](Cc1ccccc1)NC(=O)c1ccco1)Nc1ccccc1,1.6,4,3,-1,0,-0.9,-12,-11,-5,8,-4
CC1(CC(=O)O)C(=O)N=C2C=CC=CN21 (configuration not stated),-0.9,0,-2,0,-3,0.5,1,-19,-5,nt,nt
CCOc1ccccc1-n1c(=S)sc2c(=O)n(-c3ccccc3)c(=S)[nH]c21,-2.4,-1,7,5,nt,-1.3,-8,0,0,2,-6
O=C(CCC1CCCC1)N1CCN(S(=O)(=O)Cc2ccccc2)CC1,0.9,-4,2,4,0,0.5,3,-9,2,nt,35
CCCc1cc(=O)[nH]c2nnc(SCC(=O)NC3CCCCC3)n12,1.6,-4,-8,1,-7,-2.6,1,0,-4,nt,-9
Cc1cc(C)nc(Nc2n[nH]c(-c3ccccc3Cl)n2)n1,-0.4,-1,nt,1,0,0.2,-7,-15,-2,-18,3
CC1CCN(C(=O)c2ccc3c(=O)n4c(nc3c2)CCCCC4)CC1,0.4,-4,-18,-3,1,nt,-6,1,2,16,-4
Cc1ccc(C(=O)Nc2ccc(C(=O)N/N=C/c3c[nH]c4ccccc34)cc2)cc1,0.5,4,6,1,nt,-1.7,5,-9,-3,-7,8
COC(=O)c1cc(C(=O)OCC(=O)NC2CCCCCCC2)cc([N+](=O)[O-])c1,1.0,-1,20,-4,1,0.2,-7,5,-5,-9,nt

# Following part:
SMILES,C-LANA FP,Keap1 Nrf2 FP,Rtt109 Vps75,RTF Ca sens inh,NSD2 HMT inh,CDK5 p35 inh,dFosB act,PvdQ inh,cardiac RTF act,PfHsp90 set2,SUMO Mot1 rescue
O=S(=O)(Cc1ccccc1Cl)NCCOc1ccccc1,-0.6,-2,-4,-4,-1,-0.9,-7,-7,6,-30,22
Cc1cccc(NC(=O)/C(C#N)=C/c2ccccc2Cl)n1,-0.5,2,1,-11,-1,0.0,-6,-14,6,23,29
COc1ccc(NC(=O)c2cc(=O)c3ccccc3o2)cn1,2.8,3,-18,-6,34,1.5,3,-10,6,-5,-2
O=C(OCc1cncs1)c1ccccc1,0.4,1,-16,3,1,-1.6,3,-2,-5,3,334
CCCN(C(=O)c1ccc(N(C)S(=O)(=O)c2ccc(C)cc2)cc1)C1CCS(=O)(=O)C1 (configuration not stated),-0.2,-1,-3,3,1,1.4,2,0,-5,nt,nt
O=C1N/C(=N/S(=O)(=O)Cc2ccccc2)S/C1=C/c1ccc2c(c1)OCO2,0.0,-4,31,-23,3,1.4,-15,10,0,-8,-10
Brc1cccc(-c2nnco2)c1,-1.3,-2,-7,-5,-1,0.1,5,1,-4,nt,-13
N#Cc1cc([N+](=O)[O-])ccc1Oc1cccc(/C=N/NC(=O)c2ccc(Cl)cc2)c1,-1.1,-2,3,2,-2,-0.3,6,65*,6,nt,-23
